mHTT-CaM PPI inh: inhibitors of human mutant huntingtin-calmodulin interaction | inhibition, % at 15 µM | AID 1671202 | AlphaScreen His-mHTT/GST-CaM binding, luminescence | hit rate 3.6% among 190,000 | P42858;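 further: 0% = both proteins with DMSO and 100% = one protein alone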
Pf apPOL inh: Pf-apPOL DNA polymerase inhibition | Recombinant Pf-apPOL, molecular beacon fluorescence, 1.5 h | inhibition, % at 10 µM | hit rate 0.25% among 210,000
The depositor's hits bear a star; & = joins results of further samples. No stated cut-off is given here; in the data, active means inhibition above about 50%; inactive means the rest.

COc1ccc([N+](=O)[O-])cc1-c1ccc(/C=c2\sc3nc4ccccc4n3c2=O)o1 was read as mHTT-CaM PPI inh 3 and Pf apPOL inh -6.
For NC(=O)NCc1ccccn1 the results were Pf apPOL inh -6.
CCCC(=O)N1CCC(CCOCc2ccccc2)CC1 was read as mHTT-CaM PPI inh -9 and Pf apPOL inh -5.
For Cc1ccc(SC[C@H](C)CN2CC[C@H](C(C)(C)C)CCC2=O)cc1 the results were mHTT-CaM PPI inh 17 and Pf apPOL inh 3.
CC(=O)Nc1ccc(S(=O)(=O)Nc2ccc(Oc3c(Cl)cccc3Cl)nc2)cc1 was read as Pf apPOL inh -7.
Screening O=C(Nc1ccc(F)cc1F)c1cc2ccccc2o1 returned mHTT-CaM PPI inh -16 and Pf apPOL inh 3.
Screening c1cc(-c2nc(-c3ccnc(N4CCCC4)c3)no2)ccn1 returned mHTT-CaM PPI inh -4 and Pf apPOL inh -3.
`CNC(=S)NN=Cc1ccc(N(C)CCC#N)cc1` gave Pf apPOL inh 2.
For Cc1cc2nc(C(=O)Nc3ccc(F)c(Cl)c3)cc(C)n2n1 the results were mHTT-CaM PPI inh -4 and Pf apPOL inh -2.
O=C(NC1CC(O)C(CO)C1)C(c1ccccc1)c1ccccc1 (centres undefined) was read as mHTT-CaM PPI inh -10 and Pf apPOL inh -1.
For C=C1CCN(Cc2ccc(OC)cc2)S(=O)(=O)c2ccccc21 the results were mHTT-CaM PPI inh -26 and Pf apPOL inh -1.
CC(C)(C)C(=O)Nc1ccc2c(=O)cc(-c3ccc(C(C)(C)C)cc3)oc2c1 was read as mHTT-CaM PPI inh -4 and Pf apPOL inh -2.
Screening CCC(=O)N1CCc2cc(Br)cc(S(=O)(=O)NCCc3ccc(C)cc3)c21 returned mHTT-CaM PPI inh 26 and Pf apPOL inh -4.
For O=C(Cn1nc(-c2ccc(F)cc2)ccc1=O)N1CCN(c2ncccn2)CC1 the results were mHTT-CaM PPI inh 5 and Pf apPOL inh -7.
For O=C(NCCC1=CCCCC1)C1CCCN(c2ncc(-c3cccc(F)c3)cn2)C1 (centres undefined) the results were mHTT-CaM PPI inh -12 and Pf apPOL inh 7.
For COc1ccc(N2CCN(CCNC(=O)CCSc3ccccc3)CC2)cc1 the results were mHTT-CaM PPI inh 1 and Pf apPOL inh -8.
O=S(=O)(NCCn1ccc2ccccc21)c1ccc(Cl)cc1 was read as mHTT-CaM PPI inh -2 and Pf apPOL inh 0.
`O=C(O)c1ccc2c(c1)C(=O)N(c1c[nH]c(=O)[nH]c1=O)C2=O` gave mHTT-CaM PPI inh -3 and Pf apPOL inh -11.
For CN1CCN(CCCN2c3ccccc3Sc3ccc(Cl)cc32)CC1 the results were Pf apPOL inh -3.
Screening O=C(Nc1nc2c(s1)CN(C(=O)Nc1ccccc1C(F)(F)F)CC2)c1ccco1 returned mHTT-CaM PPI inh -6 and Pf apPOL inh -9.
CCOc1ccc(CN2C(=O)CCC2(C)C(=O)NCCC(C)C)cc1 (centres undefined) was read as mHTT-CaM PPI inh 6 and Pf apPOL inh -2.
Screening O=S(=O)(N=C1SCCN1S(=O)(=O)c1ccc(Cl)cc1)c1ccc(Cl)cc1 returned mHTT-CaM PPI inh -1 and Pf apPOL inh -2.
COc1cccc(NC(=O)CN2C(=O)C3CCCN3C(=O)c3cc(C)ccc32)c1 (centres undefined) was read as mHTT-CaM PPI inh 3 and Pf apPOL inh 0.
COc1cc(C=O)ccc1OCCCOc1ccccc1[N+](=O)[O-] was read as mHTT-CaM PPI inh 7 and Pf apPOL inh -2.
`N#C/C(=C\Nc1ccc(Cl)cn1)c1nc(-c2ccc3c(c2)OCO3)cs1` gave mHTT-CaM PPI inh 5 and Pf apPOL inh -1.
`COc1ccc(/C=C/C(=O)Nc2ccc(S(=O)(=O)Nc3onc(C)c3C)cc2)cc1OC` gave mHTT-CaM PPI inh 10 and Pf apPOL inh -5.
For COc1ccc(C)cc1NC(=O)C(=O)NCC(c1ccccc1Cl)N(C)C (centres undefined) the results were mHTT-CaM PPI inh 35 and Pf apPOL inh -2.
For Cc1nn(S(=O)(=O)c2ccccc2)c(C)c1Sc1ccc([N+](=O)[O-])cc1 the results were mHTT-CaM PPI inh 29 and Pf apPOL inh 0.
Screening Cc1ccc(C(=O)N2CC3CC2CC3NS(=O)(=O)c2cccnc2)cc1F (centres undefined) returned mHTT-CaM PPI inh 9 and Pf apPOL inh -1.
COc1cccc(C(=O)Nc2ccc(I)cc2C)c1 was read as mHTT-CaM PPI inh -20 and Pf apPOL inh -10.
`Cc1oc(-c2ccc(Cl)cc2)cc1C(=O)Nc1cc(-c2cccs2)nn1-c1ccc(F)cc1` gave Pf apPOL inh 1.
For CN(C(=O)C(=O)c1c[nH]c2ccccc12)C1CCCCC1 the results were mHTT-CaM PPI inh -2 and Pf apPOL inh -2.
Screening Cc1nc(C)c(Cc2ccc(Cl)cc2)c(N2CCN(C(=O)C3CC3)CC2)n1 returned mHTT-CaM PPI inh 13 and Pf apPOL inh -4.
For COC(=O)c1ccc(C(=O)OC)c(N)c1 the results were mHTT-CaM PPI inh -18 and Pf apPOL inh 0.
For COc1ccc(CCN2CC(C(=O)NCc3cc(C)ccc3C)CC2=O)cc1OC (centres undefined) the results were mHTT-CaM PPI inh 12 and Pf apPOL inh -1.
CC1(CNC(=O)c2cc(-c3cccs3)[nH]n2)CCOCC1 was read as mHTT-CaM PPI inh -4 and Pf apPOL inh -4.
Screening CCC(Oc1ccccc1)C(=O)Nc1cc(Cl)ccc1C (centres undefined) returned mHTT-CaM PPI inh -20 and Pf apPOL inh -5.
`COC(=O)C1=C(N)CCS1` gave Pf apPOL inh 11.
For CCN(C(=O)CC(C)(C)C)c1ccccc1 the results were mHTT-CaM PPI inh -2 and Pf apPOL inh -2.
`CN(C)CC(=O)c1ccc(-c2ccccc2)cc1` gave mHTT-CaM PPI inh 34 and Pf apPOL inh -5.
For Cc1ccc(-c2nc(-c3ccccn3)no2)cc1Cl the results were mHTT-CaM PPI inh -1 and Pf apPOL inh 2.
CCCn1cnc2c(-c3ccc(Cl)cc3)csc2c1=O was read as mHTT-CaM PPI inh -23 and Pf apPOL inh -6.
`CCCN(CC)C(=O)c1ccc(-c2ccc3c(c2)OCO3)s1` gave mHTT-CaM PPI inh -11 and Pf apPOL inh -3.
For COc1ccc(C(=O)NCCn2cc(SCc3ccccc3F)c3ccccc32)cc1OC the results were mHTT-CaM PPI inh 27 and Pf apPOL inh 3.
For CCOc1ccc(S(=O)(=O)N2CCSC2c2cccc([N+](=O)[O-])c2)cc1 (centres undefined) the results were mHTT-CaM PPI inh 1 and Pf apPOL inh -2.
For Cc1ccc(NC(=O)CSc2cn(C)c3ccccc23)c(C)c1 the results were mHTT-CaM PPI inh 6 and Pf apPOL inh -2.
Screening Cc1cc(-n2cc(Br)c(=O)[nH]c2=O)nc(-c2ccccc2)n1 returned mHTT-CaM PPI inh -4 and Pf apPOL inh 1.
Screening O=C(CCn1ccc(=O)[nH]c1=O)NCc1n[nH]c(=O)c2ccccc12 returned mHTT-CaM PPI inh -6 and Pf apPOL inh 6.
`O=S(=O)(Nc1ccc(F)c(Cl)c1)c1ccccc1Oc1ccc(Cl)cc1Cl` gave Pf apPOL inh -4.
For COc1cc2c(cc1OC)C1c3ccccc3NC(=O)CN1CC2 (centres undefined) the results were Pf apPOL inh -7.
O=C(Cc1ccc(F)cc1)Nc1nc(-c2ccccn2)cs1 was read as mHTT-CaM PPI inh 85* and Pf apPOL inh -8.
`CC(C)c1ccc(OCC(=O)Nc2nc3ccccc3s2)cc1` gave mHTT-CaM PPI inh 2 and Pf apPOL inh 10.
COCCC(=O)N1CCCCC1c1nncn1CC1CC1 (centres undefined) was read as mHTT-CaM PPI inh -1 and Pf apPOL inh -4.
Screening CCC(C)c1ccc(O)c(NC(=O)c2ncn[nH]2)c1 (centres undefined) returned mHTT-CaM PPI inh 6 and Pf apPOL inh -3.
`CC(=O)c1sc(N2CCOCC2)nc1C` gave Pf apPOL inh -2.
For CSc1nnc(SC(C(C)=O)=C(C)O)s1 the results were Pf apPOL inh -1.
`O=C(NCc1ccccc1)N1CCN(c2ccccc2)CC1` gave mHTT-CaM PPI inh 6 and Pf apPOL inh -15.
For CCCNC(=O)c1cc2nc(-c3cccs3)cc(C(F)(F)F)n2n1 the results were mHTT-CaM PPI inh -1 and Pf apPOL inh 0.
O=C(Cn1nnc(-c2cccc(C(F)(F)F)c2)n1)Nc1ccc(OC(F)(F)F)cc1 was read as Pf apPOL inh -2&-2.
`CCOc1ccc(Nc2nc(C(N)=O)cs2)cc1` gave mHTT-CaM PPI inh -6 and Pf apPOL inh -18.

Structural class, the compounds so far containing an aryl methoxy group.
COc1ccc([N+](=O)[O-])cc1-c1ccc(/C=c2\sc3nc4ccccc4n3c2=O)o1 was read as mHTT-CaM PPI inh 3 and Pf apPOL inh -6.
For C=C1CCN(Cc2ccc(OC)cc2)S(=O)(=O)c2ccccc21 the results were mHTT-CaM PPI inh -26 and Pf apPOL inh -1.
For COc1ccc(N2CCN(CCNC(=O)CCSc3ccccc3)CC2)cc1 the results were mHTT-CaM PPI inh 1 and Pf apPOL inh -8.
COc1cccc(NC(=O)CN2C(=O)C3CCCN3C(=O)c3cc(C)ccc32)c1 (centres undefined) was read as mHTT-CaM PPI inh 3 and Pf apPOL inh 0.
COc1cc(C=O)ccc1OCCCOc1ccccc1[N+](=O)[O-] was read as mHTT-CaM PPI inh 7 and Pf apPOL inh -2.
`COc1ccc(/C=C/C(=O)Nc2ccc(S(=O)(=O)Nc3onc(C)c3C)cc2)cc1OC` gave mHTT-CaM PPI inh 10 and Pf apPOL inh -5.
For COc1ccc(C)cc1NC(=O)C(=O)NCC(c1ccccc1Cl)N(C)C (centres undefined) the results were mHTT-CaM PPI inh 35 and Pf apPOL inh -2.
COc1cccc(C(=O)Nc2ccc(I)cc2C)c1 was read as mHTT-CaM PPI inh -20 and Pf apPOL inh -10.
For COc1ccc(CCN2CC(C(=O)NCc3cc(C)ccc3C)CC2=O)cc1OC (centres undefined) the results were mHTT-CaM PPI inh 12 and Pf apPOL inh -1.
For COc1ccc(C(=O)NCCn2cc(SCc3ccccc3F)c3ccccc32)cc1OC the results were mHTT-CaM PPI inh 27 and Pf apPOL inh 3.
For COc1cc2c(cc1OC)C1c3ccccc3NC(=O)CN1CC2 (centres undefined) the results were Pf apPOL inh -7.

(list continues)
O=C1OCCN1/N=C/c1ccc([N+](=O)[O-])o1 was read as mHTT-CaM PPI inh inactive.
For Cc1[nH]ncc1CNC(=O)c1nc(C(C)C)oc1C the results were mHTT-CaM PPI inh -10 and Pf apPOL inh 4.
For CC(=O)c1ccc(OCC(O)CN2CCN(C)CC2)cc1 (centres undefined) the results were mHTT-CaM PPI inh -5 and Pf apPOL inh -3.
For CCC(C)Sc1nc2c(c(=O)n1-c1ccc(Cl)cc1)SCC2 (centres undefined) the results were mHTT-CaM PPI inh -4 and Pf apPOL inh -8.
For CC1=C(C(=O)Nc2ccccn2)C(c2ccc(N(C)C)cc2)C2=C(CCCC2=O)N1 (centres undefined) the results were mHTT-CaM PPI inh 8 and Pf apPOL inh -21.
`Cc1ccccc1OCC(=O)N1CCN(c2nc(CN3CCC(C)CC3)cs2)CC1` gave mHTT-CaM PPI inh 0 and Pf apPOL inh -3.
Cc1cccc(C2=N[C@@H](CC(C)C)CO2)c1 was read as mHTT-CaM PPI inh -14 and Pf apPOL inh -4.
`Cc1ccccc1CSc1cn(CCNC(=O)c2cccs2)c2ccccc12` gave mHTT-CaM PPI inh 9 and Pf apPOL inh -2.
For O=C(Oc1ccc([N+](=O)[O-])cc1)O[C@H]1CC[C@@]23CCCN2C(=O)CCC[C@H]3C1 the results were mHTT-CaM PPI inh 17 and Pf apPOL inh -7.
Screening Cc1ccc2nc(Cl)c(C=Nc3c(C)n(C)n(-c4ccccc4)c3=O)cc2c1 returned mHTT-CaM PPI inh 0 and Pf apPOL inh 0.

Overlap with the part before: 2 compounds; new compounds follow.
For O=C(Oc1ccc([N+](=O)[O-])cc1)O[C@H]1CC[C@@]23CCCN2C(=O)CCC[C@H]3C1 the results were mHTT-CaM PPI inh 17 and Pf apPOL inh -7.
Screening Cc1ccc2nc(Cl)c(C=Nc3c(C)n(C)n(-c4ccccc4)c3=O)cc2c1 returned mHTT-CaM PPI inh 0 and Pf apPOL inh 0.
O=C(NC1CCCCC1)C(=O)NC1CC1 was read as mHTT-CaM PPI inh -2 and Pf apPOL inh 2.
COc1cccc(NC(=O)C2OC3OC(C)(C)OC3C3OC(C)(C)OC23)c1 (centres undefined) was read as mHTT-CaM PPI inh -4 and Pf apPOL inh -4.
For Cc1ccc(C2=N/C(=C\c3ccccc3[N+](=O)[O-])C(=O)O2)cc1C the results were mHTT-CaM PPI inh 1 and Pf apPOL inh -1.
`COc1ccc2c(c1)c(CN1CCC(C(=O)NCc3ccco3)CC1)cn2C` gave mHTT-CaM PPI inh 18 and Pf apPOL inh -2.
Screening Cc1c(CCC#N)c(N2CCN(CCO)CC2)n2c(nc3ccccc32)c1C#N returned mHTT-CaM PPI inh 1 and Pf apPOL inh 0.
Screening Cc1nc(N)[nH]c(=O)c1Cc1c(Cl)cccc1Cl returned Pf apPOL inh 0.
Cc1cc(C)n2nc(-c3ccccc3)cc2n1 was read as Pf apPOL inh 0.
`COc1ccc(CNC(=O)CN2CCC3(CC2)N=C(c2ccc(C)cc2)C(=O)N3)cc1` gave mHTT-CaM PPI inh 21 and Pf apPOL inh -2.
O=C(O[C@H]1[C@H](Cc2ccccc2)NS(=O)(=O)[C@H]2C[C@@H]3C=C[C@]12O3)c1ccc([N+](=O)[O-])cc1 was read as mHTT-CaM PPI inh 16 and Pf apPOL inh 2.
For CCNC(=O)C1CC(=O)N(c2ccccc2C)C1 (centres undefined) the results were mHTT-CaM PPI inh -2 and Pf apPOL inh -1.
Screening COc1cc(Br)c(/C=C2\C(=O)NN(c3ccc(C)c(Cl)c3)C2=O)cc1OC returned mHTT-CaM PPI inh 31 and Pf apPOL inh 2.
For CCCc1ccc(S(=O)(=O)N2CCCC2c2nc(-c3cccc(F)c3)no2)cc1 (centres undefined) the results were mHTT-CaM PPI inh -48 and Pf apPOL inh -2.
Cn1c2c(c3ccccc31)CN(S(C)(=O)=O)CC2 was read as mHTT-CaM PPI inh 12 and Pf apPOL inh 8.
Screening Cc1ccc(NC(=O)C2CCCN(S(=O)(=O)c3ccc(Br)s3)C2)cc1 (centres undefined) returned mHTT-CaM PPI inh 10 and Pf apPOL inh -2.

Screens: PubChem, University of Kansas High Throughput Screening Laboratory
